# Screening data as filed in PubChem BioAssay.
# APEX1 inh: inhibitors of human APE1 endonuclease | Potency, µM (series often up to 65.8 µM), without a hit: at the highest dose activity change, negative = inhibition, actives largely listed as inhibitors | 350,000 compounds, 0.35% hits | P27695 | recombinant APE1, TAMRA/BHQ-2 abasic DNA cleavage fluorescence;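 also: potency is read from the fitted curve at half-maximal effect; plate controls were vehicle for no effect and reference inhibitor for full effect; nearly all actives have a fitted effect of over 55% in size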
#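 Quantitative HTS: incision of a TAMRA/BHQ-2 double-stranded substrate bearing a tetrahydrofuran abasic site by 0.75 nM APE1 raises fluorescence. Substrate 50 nM final, added after 15 min compound preincubation at room temperature; progress as third-minus-first kinetic read difference.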
# Tb PGK inh: T. brucei PGK inhibition; P07378; PGK/GAPDH coupled, Kinase-Glo luminescence, 60 min; Potency, µM (series often up to 57.5 µM), for inactives: at the top dose activity change, negative = inhibition, hits mostly inhibitors; 380,000 compounds, 0.043% hits; AID 602233; also: potency is read from the fitted curve at half-maximal effect; % is scaled to controls: 0 for no effect and ±100 for the full control effect; nearly all actives have a fitted effect of over 60% in size
#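 Luminescent ATP detection (Kinase-Glo Plus) follows a 60-minute room-temperature incubation, with wells lacking PGK as controls. Buffer: 100 mM TEA (pH 7.6), 5 mM MgCl2, 0.01% Tween-20. Coupling enzyme GAPDH (100 nM final) supplies unstable 1,3-BPG in-well.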
# Pol beta inh: blocks human DNA polymerase beta activity; Potency, µM (titrated, usually from 114 µM), without a hit: at the highest dose activity change, negative = inhibition, most hits filed as inhibitors; 340,000 compounds, 1.3% hits; Pol beta primer extension/strand displacement, fluorescence kinetic; P06746; AID 485314; also: potency is read from the fitted curve at half-maximal effect; % is scaled to controls: 0 for no effect and ±100 for the full control effect
#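 Values derive from four-parameter Hill fits of normalized kinetic data: reads at 0 and 10 min following addition of 50 nM substrate to 10 nM Pol beta preincubated 15 min with compound.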
# Pol iota inh: blocks human DNA polymerase iota activity; AID 588590; Potency, µM (titrated, usually from 115 µM), inactives show at the highest dose activity, negative = inhibition, hits mostly inhibitors; Pol iota fluorescent replication assay, 10 min; 390,000 compounds, 1% hits; Q9UNA4; also: potency is read from the fitted curve at half-maximal effect
#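 Pol iota at 10 nM preincubated 15 min with compounds at room temperature; reaction started with fluorescent substrate, 50 nM final. Fluorescence read kinetically at 0 and 10 min; buffer-only wells as negative control.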
# BLM inh: blocks DNA unwinding by human BLM helicase. 350,000 compounds, 0.2% hits. P54132. recombinant BLM DNA unwinding, fluorescence dequenching. Potency, µM (doses to about 56.1 µM), for the others: at the highest dose activity change, negative = inhibition, most hits filed as inhibitors;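 also: potency is read from the fitted curve at half-maximal effect; plate controls were vehicle for no effect and no enzyme for full effect; nearly all actives have a fitted effect of over 35% in size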
# POLK inh: blocks human DNA polymerase kappa activity. Q9UBT6. purified Pol kappa, fluorescent DNA synthesis assay, 10 min. Potency, µM (doses to about 107 µM), without a hit: top-dose activity, negative = inhibition, actives largely listed as inhibitors. 400,000 compounds, 0.53% hits. AID 588579; also: potency is read from the fitted curve at half-maximal effect; % is scaled to controls: 0 for no effect and ±100 for the full control effect
# Target sequence (Q9UBT6 whole entry, looked up): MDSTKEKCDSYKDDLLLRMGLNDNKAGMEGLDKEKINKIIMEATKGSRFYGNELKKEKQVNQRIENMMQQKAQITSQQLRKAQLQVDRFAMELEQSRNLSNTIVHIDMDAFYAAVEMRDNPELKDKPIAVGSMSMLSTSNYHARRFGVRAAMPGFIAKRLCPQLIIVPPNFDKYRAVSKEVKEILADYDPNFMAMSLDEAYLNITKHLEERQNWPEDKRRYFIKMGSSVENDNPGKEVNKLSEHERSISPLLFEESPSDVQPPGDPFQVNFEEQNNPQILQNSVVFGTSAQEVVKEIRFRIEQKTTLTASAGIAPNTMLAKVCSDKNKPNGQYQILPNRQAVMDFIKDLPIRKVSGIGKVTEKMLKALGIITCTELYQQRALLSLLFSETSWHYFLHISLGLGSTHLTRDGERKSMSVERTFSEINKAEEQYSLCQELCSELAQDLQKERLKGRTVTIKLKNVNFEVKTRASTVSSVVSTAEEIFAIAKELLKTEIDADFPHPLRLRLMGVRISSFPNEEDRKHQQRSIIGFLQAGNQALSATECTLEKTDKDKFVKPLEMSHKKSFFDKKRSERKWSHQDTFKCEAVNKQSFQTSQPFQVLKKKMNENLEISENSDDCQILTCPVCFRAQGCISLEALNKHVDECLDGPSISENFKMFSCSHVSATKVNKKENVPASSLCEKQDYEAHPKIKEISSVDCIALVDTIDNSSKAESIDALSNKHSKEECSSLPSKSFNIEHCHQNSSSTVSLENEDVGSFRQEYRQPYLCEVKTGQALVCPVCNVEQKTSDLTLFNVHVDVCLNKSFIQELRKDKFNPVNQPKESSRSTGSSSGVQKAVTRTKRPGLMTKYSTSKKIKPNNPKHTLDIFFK
#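 Activity was followed as the change in fluorescence between reads at 0 and 10 min after starting the reaction with 50 nM substrate. Beforehand, 10 nM polymerase had been preincubated with compound for 15 min at room temperature.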
# POLH inh: blocks human DNA polymerase eta activity; AID 588591; 390,000 compounds, 1.2% hits; recombinant Pol eta, fluorescent DNA replication assay; Potency, µM (doses to about 114 µM), without a hit: top-dose activity change, negative = inhibition, hits mostly inhibitors; also: potency is read from the fitted curve at half-maximal effect; % is scaled to controls: 0 for no effect and ±100 for the full control effect
#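 Pol eta at 10 nM preincubated with compounds 15 min at room temperature; reaction started with fluorescent substrate (50 nM final) and read kinetically at 0 and 10 min.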
# RXFP1 antag: antagonists of human relaxin receptor RXFP1. Q9HBX9. HEK293-RXFP1, relaxin-stimulated cAMP HTRF, 30 min; stronger effect = lower value. activity change, negative = inhibition, % at 57.5 µM. 350,000 compounds, 0.59% hits. AID 1259400;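 active = activity change of -60% or lower, but not beyond a set lower limit; inconclusive = change between -60% and -40%, or beyond the set limit; inactive = change above -40%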; also: % is scaled to controls: 0 for no effect and ±100 for the full control effect
# Apoferritin bind: binds horse apoferritin like a general anesthetic | apoferritin/1-aminoanthracene competitive binding, fluorescence | Potency, µM (series often up to 77.5 µM), inactives show top-dose activity change, negative = displacement, hits mostly inhibitors | 350,000 compounds, 0.074% hits; also: potency is read from the fitted curve at half-maximal effect; % is scaled to controls: 0 for no effect and ±100 for the full control effect; nearly all actives have a fitted effect of over 20% in size
# Target sequence (P02791 2-175 limits assumed): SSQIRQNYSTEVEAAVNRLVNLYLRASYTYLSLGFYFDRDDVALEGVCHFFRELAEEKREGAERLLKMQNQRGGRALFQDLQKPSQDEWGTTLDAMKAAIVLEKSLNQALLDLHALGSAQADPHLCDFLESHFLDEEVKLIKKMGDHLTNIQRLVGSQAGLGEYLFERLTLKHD
#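 Horse-spleen apoferritin (10 uM) was mixed with 50% saturated 1-aminoanthracene in PBS, exposed to compounds for 10 min at room temperature, and read for fluorescence (ex 380 nm, em 535 nm). Competitive displacement was fitted with a four-parameter Hill equation.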
# * marks the source's active call; other numbers are inactive results; i = inactive; ? = inconclusive; nt = not tested or not shown; & = joins results of further samples; [ ] = dose if it differs, or a comment. Unless noted, calls follow the shape of the dose curve; as a rule, active = well fitted curve in the direction sought with a large enough effect; inconclusive = small, poorly fitted or top-dose-only effect, or another doubt; inactive = no such curve, though single readings can be large; an effect the other way counts as inactive or inconclusive. Only part of the results is shown, so the mix of outcomes need not match the whole.
# Results follow in this order: APEX1 inh, Tb PGK inh, Pol beta inh, Pol iota inh, BLM inh, POLK inh, POLH inh, RXFP1 antag, Apoferritin bind
O=S(=O)(c1ccccc1)n1ccc2ccccc21
  2%, 1%, 7%, 10%, -20%, -9%, -10%, -15, ?
COc1ccc(C2C(C#N)=C(N)OC3=C2C(=O)CC(C)(C)C3)cc1Cn1cc([N+](=O)[O-])cn1 (stereo not given)
  -1%, i, 5%, 17%, 4%, 3%[60.1 µM], -11%, 6, -20%
CCn1ncc(/C=N/NC(=O)c2cc(Cl)ccc2OC)c1C
  1%, -4%, 7%, 9%, -7%, -6%, -1%, -3, -9%
CC1CCN(S(=O)(=O)c2cc(C(=O)Nc3ccc(Br)cc3F)n(C)c2)CC1
  nt, 7%, 3%, -11%, -10%, -7%[60.1 µM], -8%, nt, 8%
O=C1NN=C(c2ccc(Br)cc2)CC1c1ccc(Cl)cc1 (stereo not given)
  -6%, 3%, ?, -2%, -8%, -17%, -6%, -61*, -15%
CCCc1cc(=O)oc2cc(OC(C)C(=O)NCC3CCC(C(=O)O)CC3)c(Cl)cc12 (stereo not given)
  0%, 2%, 28%, -4%, 0%, 0%, -7%, nt, -7%
Cc1nc2c3cc(F)ccc3n(Cc3ccccc3F)c2s1
  8%, 3%, 0%, 27%, -8%, -18%, -4%, -37, -12%
Cc1cc(NC(=O)CCCN2C(=O)/C(=C\c3cccs3)SC2=S)no1
  18%, -10%, 42%, 314%[activator], 3%, -2%, -13%, -8, -1%
COc1cccc(CN2CCc3nc(Nc4ccc5c(c4)OCCO5)ncc3C2)c1
  nt, -5%, -2%, 11%, -4%, -11%[60.1 µM], -11%, -21, 39%[activator]
CCOC(=O)N1CCN(CC(O)COc2ccccc2[N+](=O)[O-])CC1 (stereo not given)
  33%, -8%, 12%, 20%, 0%, -3%, -17%, 3, -9%
Cc1nn(CC(=O)c2ccccc2)c(=O)c2nn(-c3ccccc3F)c(C)c12
  -3%, -3%, -27%, 34%[activator], 3%, -6%, -5%, -10, -18%
Cc1sc2nc(SCC(=O)Nc3ccc(S(=O)(=O)NCCCC(=O)O)cc3)[nH]c(=O)c2c1C
  -3%, 3%, 0%, 55%[activator], 4%, -5%, -17%, -1, -5%
O=C(NCc1ccco1)C(Cc1ccccc1)NS(=O)(=O)c1cccc2nsnc12 (stereo not given)
  2%, -2%, 19%, ?, -3%, -22%, 2%, 14, -11%
N#CCCn1cc(C(=O)N2CCCCC2)c(-c2cccc([N+](=O)[O-])c2)n1
  3%, -3%, 7%, 3%, -1%, -2%, 0%, nt, -11%
CC(=O)Nc1ccc(C=NNc2ccc(S(=O)(=O)Nc3ccccc3C(=O)O)cc2[N+](=O)[O-])cc1
  -4%, -9%, nt, ?, nt, -30%, 22µM*, -39, nt
COc1cccc(-c2nc3c(C#N)c[nH]n3c2NC2CCCCC2)c1
  nt, -4%, 15%, 4%, -6%, 10%, -19%, 0, -22%
Cc1nnn(C23CC4CC(CC(C4)C2)C3)n1
  9%, 3%, 6%, 6%[58.9 µM], -4%, -2%, -2%, 15, ?
CCOc1ccccc1C(C(=O)NC1CCCC1)N(C(=O)c1csnn1)C1CC1 (stereo not given)
  -1%, -7%, 30%, 41%[activator], 1%, -4%, -4%, -23, -10%
Cc1cc(C(=O)N2CCCC(C(=O)c3cccc4ccccc34)C2)nc(C)n1 (stereo not given)
  -1%, 3%, 2%, 3%, -1%, 0%, -2%, -1, -6%
COc1ccc(C(=Cc2cc(OC)c(OC)cc2[N+](=O)[O-])C(=O)O)cc1
  nt, -2%, nt, 121%[activator], nt, -3%, -20%, -6, nt
Cc1oc2cc3oc(=O)c(CCC(=O)NCCCN4CCCC4=O)c(C)c3cc2c1C
  -4%, -1%, 8%, 1%, 4%, 3%, -8%, nt, 10%
O=C(NC1CCCC1)c1ccc(Cn2c(=O)[nH]c3ccsc3c2=O)cc1
  13%, -7%, 29%, 11%, 2%, 3%, -17%, -5, 1%
NNC(=O)Cn1c(COc2ccc(Cl)cc2)nc2ccccc21
  -6%, 3%, 0%, 5%, -1%, -6%, -10%, nt, -6%
CCc1nn2c(N)c(/C=C3\C=Nc4ccccc43)c(=O)nc2s1
  14%&1%, -11%&-4%, -3%&19%, 20%&0%, -10%&-6%, -21%&-4%, 3%&-22%, -13&-10, -6%&-3%
COc1ccc(CNc2nc(C)c([N+](=O)[O-])c(C)c2C#N)cc1
  -7%, -7%, 4%, -15%, -5%, -6%, -5%, -2, -1%
O=c1[nH]c2cccnc2n1-c1cccc([N+](=O)[O-])c1
  -5%, 6%, -14%, 47%[activator], -1%, -3%, 1%, -16, 5%
COc1cccc(C(=O)CN(C(=O)c2ccc(Cl)cc2Cl)N2C(=O)c3ccccc3C2=O)c1
  4%, 0%, 6%, 17%, 3%, 1%, -5%, nt, 5%
Cc1nc2ccccc2nc(C)c1=NOCc1ccc(Cl)cc1Cl
  0%, i, -7%, 5%, -4%, -22%, -14%, 4, -13%
CCCNC(=O)COC(=O)/C=C/c1cccc(F)c1
  0%, 0%, 24%, 24%, -1%, -4%, -19%, 5, -7%
CC(=O)c1ccccc1NC(=O)COC(=O)/C=C/c1cccs1
  3%, i, nt, 59%[activator], nt, -4%, -16%, 1, nt
O=Cc1c(NCc2ccccc2)c2ccccc2[nH]c1=O
  -16%, -7%, 10%, 14%, 1%, 5%, -18%, 0, -4%
CC(Oc1ccccc1Br)C(=O)N1CCc2ccccc21 (stereo not given)
  6%, -5%, 15%, 8%, -7%, -4%, -6%, -25, 3%
CC(C)CCN(C(=O)c1csnn1)C(C(=O)NC1CCCC1)c1ccccc1 (stereo not given)
  33%, 7%, 23%, 30%, -4%, -7%, -8%, -14, -15%
COc1ccc(CNC(=O)C(C)c2ccc([N+](=O)[O-])cc2)cc1 (stereo not given)
  24%, 2%, -2%, -11%, -3%, -16%, -4%, 3, -10%
CCN(CC)c1ccc(C(=O)NNC(=O)CNC(=O)c2ccco2)cc1
  10%, 5%, nt, 33%[activator], nt, -3%, -22%, -3, nt
CC(C)N1C(=O)CCC1C(=O)NCc1cccs1 (stereo not given)
  -5%, -4%, 0%, 193%[activator], -1%, -6%, -13%, 15, -1%
O=C(NC(=S)Nc1ccc2[nH]c(=O)[nH]c2c1)c1ccccc1F
  1%, -4%, 60%, 37%[activator], -2%, -12%, -17%, 8, 2%
COC(=O)c1ccc(C)c(NC(=O)CCc2cc(OC)c(OC)c(OC)c2)c1
  -1%, -9%, -6%, 227%[activator], 5%, -1%, -20%, -6, -9%
CCc1ccc(C(=O)COC(=O)CNC(=O)COc2ccccc2)cc1
  -1%, -9%, 5%, 1%&-6%, -6%, -19%&-8%, 0%, 1, ?
O=c1[nH]cnc2sc(-c3ccccc3)cc12
  5%, -3%, -3%, -29%, -10%, -4%, 5%, -6, ?
O=C(CN1C(=O)c2ccccc2S1(=O)=O)c1ccc2c(c1)OCCO2
  -3%, -5%, 6%, -17%, -1%, -3%, -9%, 5, -5%
Cn1ncc(C#N)c1NC(=O)c1cc(-c2ccccc2Cl)on1
  11%, 0%, 54%, ?, -4%, ?, ?, 0, -7%
O=C(O)c1cnn2c1NC(c1cccs1)CC2C(F)(F)F (stereo not given)
  -2%, -3%, 2%, 18%, -3%, -7%, -2%, 3, -14%
COc1ccc(C(=O)N/N=C(\C)CC(=O)Nc2ccc3c(c2)OCO3)cc1
  -1%, 6%, 2%, 57%[activator], -7%, -11%, -3%, -15, -4%
C=CCOc1ccc(/C=C2\SC(N)=NC2=O)cc1OC
  27%, -8%, -17%, -16%, -1%, -11%, -11%, -7, -6%
O=C(O)c1cccc(N2C(=O)c3ccc(Oc4ccc(Cl)cc4)cc3C2=O)c1
  -4%, -5%, 89µM*, 56%[activator], -9%, -26%, 0%, -15, -6%
COc1cc(OC)c(NC(=O)CCNS(=O)(=O)c2ccc3c(c2)oc(=O)n3C)cc1Cl
  9%, 3%, 23%&2%, 31%[activator], -1%&-1%, -9%&-2%, -20%&-14%, 7&-1, 2%&-14%
CC(=O)Nc1ccc(NC(=O)COC(=O)c2c(C)nn(-c3ccccc3)c2C)cc1
  -1%, -2%, 3%, 10%, -2%, -15%, -13%, 20, -7%
Cc1ccc(NC(=O)CCC(=O)c2ccc(Br)cc2)cc1
  63%, nt, 89µM*, 4%, -4%, 5%, -21%, 2, 2%
Cc1ccccc1N1C(=O)c2ccccc2C1Nc1cccnc1 (stereo not given)
  -3%, 0%, 18%, 16%, 3%, -5%, 4%, 4, -3%
CCOC(=O)C1(CCCCCCOc2ccc(Cl)cc2)CO1 (stereo not given)
  1%, nt, 4%, nt, -8%, nt, nt, nt, 0%
CC(C)Cn1nc(NC(=O)C2CCCO2)c2cc3ccccc3nc21 (stereo not given)
  2%, 5%, -1%, 13%, -3%, -16%, -29%, 5, 214%[activator]
Cc1cc(/C=C2/NC(=O)NC2=O)c(C)n1-c1cccnc1
  -7%, -7%, 20%, -5%, -1%, -11%, -11%, -17, -5%
COc1ccc(/C(C#N)=C/c2c(-c3ccc(Cl)cc3)nc3c(C)cccn23)cc1
  ?, i, 0%, -3%, -8%, -1%, -12%, -8, -8%
O=S(=O)(NCc1csc(-c2cccnc2)n1)c1ccc(F)cc1
  48%, i, 14%, 29%, -2%, 9%, -9%, -17, 1%
Cc1ccccc1OC(C)C(=O)Nc1cccnc1 (stereo not given)
  12%, 11%, 2%, 6%, 1%, -14%, 7%, -3, -6%
CCOc1ccc(CC(=O)NCCc2csc(-c3ccc(C)cc3)n2)cc1
  nt, -3%, -1%, -3%, -2%, -3%[60.1 µM], 3%, -35, -3%
